JMJD2A Tudor inh = JMJD2A Tudor domain (human) inhibition. AlphaScreen JMJD2A-Tudor / H3K4me3 peptide binding. Potency, µM (series often up to 114 µM), inactives show top-dose activity change, negative = inhibition, hits mostly inhibitors. 390,000 tested, 4.4% active; further: potency means the concentration at half of the fitted maximal effect; on the % scale 0 is the no-effect control and ±100 the full control effect; nearly all actives have a fitted effect of over 50% in size
Target sequence (O75164 whole entry, looked up, the tested form may be a part): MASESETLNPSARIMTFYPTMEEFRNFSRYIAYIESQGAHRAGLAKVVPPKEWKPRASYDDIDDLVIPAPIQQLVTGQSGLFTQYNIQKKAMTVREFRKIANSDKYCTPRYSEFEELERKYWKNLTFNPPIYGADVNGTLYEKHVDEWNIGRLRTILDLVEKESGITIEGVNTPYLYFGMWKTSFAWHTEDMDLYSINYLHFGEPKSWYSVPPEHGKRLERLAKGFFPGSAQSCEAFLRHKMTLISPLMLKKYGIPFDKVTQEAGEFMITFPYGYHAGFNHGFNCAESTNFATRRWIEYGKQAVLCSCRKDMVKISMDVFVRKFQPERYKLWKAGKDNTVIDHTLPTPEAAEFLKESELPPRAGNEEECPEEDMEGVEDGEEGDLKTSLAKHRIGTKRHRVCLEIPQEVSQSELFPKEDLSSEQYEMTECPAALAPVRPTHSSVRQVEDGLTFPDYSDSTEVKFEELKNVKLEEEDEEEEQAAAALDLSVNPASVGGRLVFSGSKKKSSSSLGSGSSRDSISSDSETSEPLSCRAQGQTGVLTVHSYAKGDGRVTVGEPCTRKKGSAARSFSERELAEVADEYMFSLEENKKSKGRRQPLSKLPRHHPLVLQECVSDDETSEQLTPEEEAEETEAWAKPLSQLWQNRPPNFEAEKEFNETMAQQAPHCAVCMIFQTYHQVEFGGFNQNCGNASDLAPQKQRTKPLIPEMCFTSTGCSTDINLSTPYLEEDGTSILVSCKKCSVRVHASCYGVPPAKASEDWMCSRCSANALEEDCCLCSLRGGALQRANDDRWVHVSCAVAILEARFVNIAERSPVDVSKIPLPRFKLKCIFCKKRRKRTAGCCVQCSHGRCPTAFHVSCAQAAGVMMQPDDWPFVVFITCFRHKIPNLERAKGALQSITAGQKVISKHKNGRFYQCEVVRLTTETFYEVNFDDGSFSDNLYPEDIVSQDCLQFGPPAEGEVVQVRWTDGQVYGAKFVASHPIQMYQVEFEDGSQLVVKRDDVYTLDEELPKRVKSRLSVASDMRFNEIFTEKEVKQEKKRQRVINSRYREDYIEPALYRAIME
HP1b binding inh = blocks HP1-beta chromodomain binding to methylated histone tails; AID 540317; P83916; 390,000 tested, 0.56% active; Potency, µM (doses to about 114 µM), without a hit: top-dose activity change, negative = inhibition, actives largely listed as inhibitors; AlphaScreen HP1-beta / biotin-H3K9me3 peptide binding; further: potency means the concentration at half of the fitted maximal effect; nearly all actives have a fitted effect of over 70% in size; inactives centre near 23
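HP1-beta protein (50 nM final) preincubated 30 min at room temperature with biotinylated H3(1-18)K9me3 peptide (50 nM) in PBS pH 7.4, 0.01% Tween-20, then compound added for 30 min. AlphaScreen streptavidin donor/nickel chelate acceptor beads (10 ug/mL final), 30 min dark, luminescence read.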
G9a block = G9a (human) methyltransferase inhibition | G9a H3K9 monomethylation, AlphaScreen, 2 h | 350,000 tested, 8.8% active | Q96KQ7 | Potency, µM (doses to about 102 µM), for inactives: at the top dose activity, negative = inhibition, hits mostly inhibitors; further: potency means the concentration at half of the fitted maximal effect; on the % scale 0 is the no-effect control and ±100 the full control effect; nearly all actives have a fitted effect of over 75% in size
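Signal arises when biotinylated H3K9 peptide, once monomethylated, bridges streptavidin donor and antibody-captured acceptor beads. Enzyme at 20 nM was preincubated 15 min with test compounds; peptide 500 nM and SAM 20 uM then reacted for 2 h.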
GLS inh = glutaminase GLS (human) inhibition. GLS enzymatic activity, qHTS titration. Potency, µM (doses to about 45.5 µM), for inactives: top-dose activity change, negative = inhibition, hits mostly inhibitors. 410,000 tested, 0.21% active. AID 624170; further: potency means the concentration at half of the fitted maximal effect; on the % scale 0 is the no-effect control and ±100 the full control effect
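Glutamate formation by hKGA was monitored fluorometrically using coupled glutamate oxidase, HRP and Amplex Red. Substrate was added as 1 mM L-glutamine solution; incubation was 30 min at RT after an initial read.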
12-LOX inh = inhibitors of human 12S-lipoxygenase ALOX12; purified 12hLO, xylenol orange hydroperoxide absorbance; Potency, µM (titrated, usually from 108 µM), for inactives: at the highest dose activity change, negative = inhibition, most hits filed as inhibitors; 580,000 tested, 1.1% active; further: potency means the concentration at half of the fitted maximal effect; on the % scale 0 is the no-effect control and ±100 the full control effect
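Purified human 12hLO at 150 nM in 25 mM Hepes, 0.01% Triton X-100, pH 7.0, preincubated 15 min at room temperature with compound. Reaction started with 40 uM arachidonic acid, 30 min at room temperature. Hydroperoxide measured by Fe-xylenol orange, 573/405 nm absorbance ratio.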
PI4K2A block = PI4K2A (human) kinase inhibition. purified PI4K2A, ADP-Glo luminescence, 1 h; hits give low values. activity change, negative = inhibition, % at 76.9 µM. Q9BTU6. 420,000 tested, 0.13% active; in the data active means activity change below about -50%; inconclusive means mostly about -30% to -49%;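 further: -100% = wells without enzyme as full effect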
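PI4K2A activity was measured by ADP-Glo luminescence: enzyme (4 ug/mL stock) and phosphatidylinositol (1.2 mM stock) in Tris pH 7.5/MgCl2/EGTA/Triton X-100 buffer were reacted with ATP (300 microM stock) for one hour at ambient temperature.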
BAZ2B block = BAZ2B (human) inhibition; Potency, µM (highest dose often 114 µM), for the others: at the highest dose activity change, negative = inhibition, hits mostly inhibitors; AlphaScreen BAZ2B-H3K14Ac peptide displacement; AID 504333; Q9UIF8; 360,000 tested, 4.4% active; further: potency means the concentration at half of the fitted maximal effect; on the % scale 0 is the no-effect control and ±100 the full control effect; nearly all actives have a fitted effect of over 60% in size
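BAZ2B (50 nM) with biotin-H3(5-23)K14Ac peptide (50 nM) in PBS pH 7.4, 0.01% Tween-20, preformed 30 min, then compound 30 min at room temperature; top concentration 110uM. AlphaScreen streptavidin donor/nickel chelate acceptor beads (10 ug/mL final), 20 min dark, signal read.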
RGS4 inh = inhibitors of human regulator of G protein signaling 4; P49798; Transcreener GDP fluorescence polarization, RGS4-accelerated GTP hydrolysis; Potency, µM (highest dose often 114 µM), for the others: at the highest dose activity change, negative = inhibition, usual class: inhibitors; 390,000 tested, 0.039% active; AID 504845; further: potency means the concentration at half of the fitted maximal effect; on the % scale 0 is the no-effect control and ±100 the full control effect; nearly all actives have a fitted effect of over 75% in size; some results filed as inactive show a strong effect at the top dose
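MLSMR compounds (23 nl, pin-transferred) preincubated 10 min at room temperature with a 500nM (2x) first reagent, then RGS4 at 900nM (2x) plus Transcreener GDP mix added; fluorescence polarization (620/688 nm) read before and after 90 min at 30 °C.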
ERG Ets-DNA blk = ERG Ets/DNA interaction inhibition. Potency, µM (top dose mostly 76.9 µM), for the others: top-dose FP activity, negative = inhibition, hits mostly inhibitors. AID 624246. fluorescence polarization, His-ERG Ets domain / labelled DNA. 370,000 tested, 0.028% active; active means well fitted inhibition curve with a large enough effect in the polarisation, with a control signal flat; inconclusive means small, poorly fitted or top-dose-only effect, or effect the other way, or a change in a side signal; inactive means no such curve, though single readings can be large or run the other way; the % refers to the polarisation;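 further: polarization taken with two DNA probes labelled with fluorescein and Texas red; potency means the concentration at half of the fitted maximal effect; % of control where 0% means no effect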
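His-tagged ERG Ets domain (1 uM in the protein solution; 300mM KCl, 50mM Tris-HCl, 1mM EDTA, 1mM DTT, pH 7.5) received compound, then a probe mix of 5 nM fluorescein-DNA and 100nM Texas-615-DNA. Fluorescence polarization was read for both dyes.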
* = called active by the depositor; i = inactive; u = inconclusive; x = not tested or not shown; & = joins results of further samples; ! = not active in a repeat; [ ] = dose if it differs, or a comment. Unless noted, the call rests on the fitted dose curve; in most records, active means well fitted curve in the direction sought with a large enough effect; inconclusive means small, poorly fitted or top-dose-only effect, or another doubt; inactive means no such curve, though single readings can be large; an effect the other way counts as inactive or inconclusive.

JMJD2A Tudor inh,HP1b binding inh,G9a block,GLS inh,12-LOX inh,PI4K2A block,BAZ2B block,RGS4 inh,ERG Ets-DNA blk,structure
-12%,21%,7%,-2%,i,8,-3%,24%,1%,CNc1nc(SCC(=O)Nc2ccc(Cl)c(Cl)c2)nc(N2CCOCC2)n1
-4%,34%[activator],8%[12.7 µM],-2%,3%,3,4%,17%,x,COc1ccccc1N(CC(=O)Nc1cccnc1)S(C)(=O)=O
-15%,18%,37%[59 µM],3%,-15%,3,1%,-3%,-18%,CCN1C(=O)N[C@@H](c2cccs2)C(C(C)=O)=C1C
-2%,30%,19%[59 µM],0%,-2%,0,-6%,-14%,-2%,CC1CN(C(=O)c2ccccc2NS(=O)(=O)c2cccc([N+](=O)[O-])c2)CC(C)O1 (stereo unspecified)
u,7%,-4%,u,20%,-2,-10%,-114%[56.9 µM],14%,Cc1cccc(CC(=O)NCC(=O)NCc2cc(=O)n(C)c(=O)n2C)c1
u,17%,u,4%,41%[activator],-2,-18%,-13%,4%,Cc1ccc[n+](CC(=O)Nc2cc(C(F)(F)F)ccc2N2CCOCC2)c1
3%,14%,6%[12.7 µM],-1%,5%,-4,12%,-22%,1%,CCCNS(=O)(=O)c1cc(Br)cc2c1N(C(=O)CC)CC2
16%,61%[activator],-5%[59 µM],-15%,10%,-1,-12%,13%,22%,CCCc1cc(=O)oc2cc(OCC(=O)NCC(O)c3ccccc3)ccc12 (stereo unspecified)
-14%,41%[activator],-8%[59 µM],2%,-9%,-2,3%[57.1 µM],7%,4%,Cc1nc(N2CCOCC2)c2c(C(=O)N3CCN(c4cccc(C(F)(F)F)c4)CC3)c(C)oc2n1
-31%,18%,4%,12%,-20%,-15,-18%,2%,7%,O=C(c1cccc(N2C(=O)C3C4C=CC(C4)C3C2=O)c1)N1CCN(c2ccc(F)cc2)CC1 (stereo unspecified)
-32%,4%,-1%[59 µM],15%,-23%,2,u,4%,-6%,NNc1nc(-c2ccccc2Cl)nc2sc3c(c12)CCCC3
-15%,20%,8%,-4%,-6%,2,-1%,9%,-6%,O=C(NCCN1CCOCC1)c1ccc(Cl)cc1[N+](=O)[O-]
-14%,19%,-33%[12.7 µM],-2%,-1%,3,-33%,19%,-2%,O=C(Nc1nccs1)c1cccc(S(=O)(=O)N2CCCCC2)c1
-4%,20%,x,16%,4%,-5,u,-3%,-1%,Cn1c(=O)n(C)c2cc(NC(=O)COc3ccccc3)ccc21
-10%,30%,27%[0.501 µM],6%,12%,-1,0%,30%,3%,Cn1cc(CN2CCCCC2c2ccccn2)c(-c2ccc3c(c2)OCCO3)n1 (stereo unspecified)
-1%,27%,-34%[59 µM],-4%,13%,-1,14%,-19%,2%,CCO[C@@H]1OC(C(=O)NCc2ccccc2)=C[C@H](C2CC2)[C@H]1CCCO
u,-6%,7.1µM*,7%,u,-3,50µM*,-43%,x,O=C1CC(c2ccco2)CC(O)=C1C=Nc1cc(Cl)ccc1Cl (stereo unspecified)
-1%,49%[activator],-23%,-6%,-11%,1,9%,-12%,7%,CC1=CS/C(=C(/C#N)C(=O)NCc2ccco2)N1c1ccccc1
70%[activator],257%[activator],u,0%,-16%,-8,19%,-5%,3%,CCc1ccc(-c2nc(CCl)cs2)cc1
-5%,34%,0%,1%,7%,-1,-6%,-5%,-2%,CCOc1ccc(CCNC(=O)C2CC(=O)N(CCc3ccccc3)C2)cc1OCC (stereo unspecified)
-32%,-12%,35µM*,3%,16%,6,u,-19%,-2%,COCC(C)n1c(C)cc(C(=O)COc2ccc(N(C)S(=O)(=O)c3ccc(NC(C)=O)cc3)cc2)c1C (stereo unspecified)
49%[activator],116%[activator],x,17%,-11%,3,x,0%,-1%,CCOC(=O)C1=CN(Cc2ccc(Br)cc2)S(=O)(=O)N(C)C1C (stereo unspecified)
-3%,20%,-4%[12.7 µM],-3%,-2%,8,-5%,-29%,0%,CCOC(=O)c1c(C)[nH]c(C)c1C(=O)CSc1nc(N)cc(N)n1
0%,22%[57 µM],17%,13%,2%,3,-9%,11%,1%,CCOc1ccc(C(=O)NCC(=O)NCC2CCCCC2)cc1OCC
-12%,54%[activator],u,-12%,u,-4,-1%,-14%[56.9 µM],0%,CCOc1cc2c(cc1OCC)C(c1ccc(C(=O)O)cc1)NCC2 (stereo unspecified)
-29%,21%,u,-1%,u,-1,-29%,-21%,2%,COc1ccc(CCNC(=O)CSc2ccsc2[N+](=O)[O-])c(OC)c1
-14%,42%[activator],x,-6%,8.9µM*!,-2,x,-12%,7%,O=C(CN1C(=O)c2ccccc2S1(=O)=O)c1ccc(Cl)cc1Cl
-18%,28%,-4%,-6%,u,1,-3%,-36%,3%,COc1ccc(-c2noc(-c3ccccc3C(=O)Nc3cccc(OC)c3)n2)cc1
-10%,5%,50µM*,4%,0%,3,-2%,10%,-7%,Cc1cccc(C)c1N1C(=O)[C@@H]2C(c3ccccc3Cl)=NO[C@@H]2C1=O
5%,16%,72%[activator],-11%,-9%,-1,-5%,-5%,-28%,CC(C)Cn1c(N)c(C(=O)COC(=O)CN2C(=O)C3CC=CCC3C2=O)c(=O)n(C)c1=O (stereo unspecified)
-12%[11.4 µM],33%,-9%[59 µM],-18%,45%[activator],-1,1%,4%[11.4 µM],-5%,CCC1S/C(=N/N=C/c2cccs2)NC1=O (stereo unspecified)
-12%,-5%,11%,10%,0%,1,-11%,-15%,14%,Cc1cc(OCC(=O)NNC(=O)c2cccs2)ccc1Br
-4%,19%,x,-8%,23%,8,0%,-10%,-12%,COc1ccc(/C=C(\C#N)C(=O)NCC2CCCO2)cc1OC (stereo unspecified)
-14%,24%,10%[59 µM],-13%,-9%,-5,0%,16%,-4%,Cc1ccccc1OCCSc1nc2ccc(NC(=O)c3ccccc3)cc2s1
-11%&-23%,41%[activator],12%[2.33 µM],-2%,0%,2,3%,-5%,x,O=C(c1ccc2c(c1)OCCO2)N1CCN(S(=O)(=O)c2c(F)cccc2F)CC1
u,8%,-32%[59 µM],16%,-15%,-1,x,-37%,0%,CCOc1ccc(-c2[nH]ncc2-c2ccc(OC)c(OC)c2)c(O)c1
-14%,14%,-14%,-21%,-50%,-7,-34%,24%,2%,COc1ccc(S(=O)(=O)N2CCCC(C(=O)N3CCCC3)C2)cc1OC (stereo unspecified)
-16%,-1%,x,u,13%,3,x,18%,9%,CC1CN(C(C)C)C(=S)N(c2ccccc2)C1=O (stereo unspecified)
-19%,27%,4%[59 µM],1%,u,1,x,-11%,6%,CCOC(=O)C(Cc1c(F)cccc1F)(NC(C)=O)C(=O)OCC
45µM*,11%,x,10%,10%,-2,x,u,16%,COC(=O)c1c(-c2ccc(S(C)(=O)=O)cc2)sc2ccc(OC)cc12
-18%,17%,x,3%,411%[activator],-3,x,7%,-1%,COc1ccc(OC(C)C(=O)NCC2CCCO2)cc1 (stereo unspecified)
50µM*,-1%,11µM*,5%,x,-3,-31%,24%,-9%,NC(C(=O)O)C(c1ccccc1)C(F)F (stereo unspecified)
-4%,57%[activator],-23%[59 µM],-1%,-9%,3,0%,-22%,0%,Cc1ccc(NC(=O)C(=O)NCC(c2cccnc2)N2CCN(Cc3ccccc3)CC2)cc1 (stereo unspecified)
22µM*,-17%,-34%,-1%,70%[activator],4,u,-18%,-8%,O=C(CCCN1C(=O)/C(=C/c2ccccc2Cl)SC1=S)Nc1cccnc1
-6%,22%,10%[2.33 µM],3%,u,0,5%,9%,9%,NC(=O)c1ccc(NC(=O)CN2CCN(S(=O)(=O)c3ccc4c(c3)OCCO4)CC2)cc1
-15%,34%,u,3%,4%,-3,1%,-10%,x,O=C(NCC(c1cccs1)N1CCOCC1)c1cc2ccccc2o1 (stereo unspecified)
u,18%,-20%[12.7 µM],-20%,-3%,4,-30%,-18%,12%,COc1ccc(Cc2nn[nH]n2)cc1
-19%,4%,17%,2%,28%,2,2%,6%,6%,CCOC(=O)N1CCN(C(=O)C2CCN(C(=O)c3ccc(C(C)(C)C)cc3)CC2)CC1
-28%,2%,14µM*,14%,-7%,-1,u,-36%,6%,Cc1ccc([N+](=O)[O-])cc1S(=O)(=O)Nc1cccc(-c2ccc(N3CCCC3)nn2)c1
3%,58%[activator],8%[59 µM],-5%,-23%,0,-2%,-16%,-8%,Cc1c(C(=O)NCc2ccccc2Cl)cccc1-n1cnc2cccnc21
40µM*,-2%,14µM*,-11%,u,-16,8.9µM*,-6%,3%,CCS(=O)(=O)c1ccc(OC)c(N=Nc2ccc(O)c3ncccc23)c1
-4%,26%,0%[2.33 µM],-11%,-13%,0,4%,-4%,-10%,Cc1cccc(CS(=O)(=O)Cc2ccc(C(=O)NCCCN3CCOCC3)o2)c1

Single records, as listed above. Screens in order: JMJD2A Tudor inh, HP1b binding inh, G9a block, GLS inh, 12-LOX inh, PI4K2A block, BAZ2B block, RGS4 inh, ERG Ets-DNA blk
Cc1c(C(=O)NCc2ccccc2Cl)cccc1-n1cnc2cccnc21 in the list: 3%, 58%[activator], 8%[59 µM], -5%, -23%, 0, -2%, -16%, -8%
CCS(=O)(=O)c1ccc(OC)c(N=Nc2ccc(O)c3ncccc23)c1 in the list: 40µM*, -2%, 14µM*, -11%, u, -16, 8.9µM*, -6%, 3%

An excerpt, so the mix of outcomes need not match the whole.
